NOD1 NF-kB reporter = inhibition of NOD1-driven NF-kB reporter – cell-based, luminescence, uHTS, primary screen (AID 1578) | NOD1-driven NF-kB luciferase reporter cells, luminescence; higher % means a stronger effect | inhibition, % at 4 µM, or EC50 in µM where a hit was titrated | 1% of 290,000 active; in the data active = inhibition mostly above about 36%, no sharp cut-off; inactive = mostly below about 34%;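 also: HEK-293T reporter cells stimulated with the NOD1 agonist gamma-tri-DAP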
LYP phosphatase = PTPN22 lymphoid phosphatase activity blockers – biochemical, fluorescence intensity, uHTS (AID 1779). recombinant LYP phosphatase, fluorescence intensity; higher % means a stronger effect. one-dose inhibition, % at 11.5 µM; IC50 in µM for titrated hits. 0.054% of 290,000 active;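 also: plate controls were vehicle with enzyme for no effect and no enzyme for full effect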
HIV fusion peptide = cell-free HIV fusion peptide-binding blockers – biochemical, uHTS, fluorescence dequenching, primary screen (AID 1986). cell-free peptide binding, fluorescence dequenching, 30 min; higher % means a stronger effect. one-dose inhibition, % at 20 µM; IC50 in µM for titrated hits. 0.3% of 290,000 active; in the data active = inhibition mostly above about 52%, no sharp cut-off; inactive = mostly below about 76%; also: some results filed as inactive read as strong as hits
NOD2 inhibition = NOD2 signaling inhibitors, cell-based, luminescence, uHTS, HEK293 (AID 1566). 0.63% of 290,000 active. inhibition, % at 4 µM, or EC50 in µM where a hit was titrated. HEK293 NOD2/NF-kB luciferase reporter, luminescence; higher % means a stronger effect; also: many of its hits are not listed in these tables
KOR beta-arrestin-1 = kappa opioid receptor blockers – cell-based, luminescence, uHTS (AID 1778); KOR beta-arrestin recruitment, luminescence, antagonist mode; higher % means a stronger effect; one-dose inhibition, % at 10 µM; IC50 in µM for titrated hits; 0.091% of 290,000 active; also: strong numbers were not always called active
SIAH1 antagonists = Siah-1 peptide-binding antagonists, primary screen, biochemical, fluorescence polarization, rhodamine-plectin, uHTS (AID 1817); Siah-1 / rhodamine-plectin peptide fluorescence polarization; higher % means a stronger effect; one-dose displacement, % at 20 µM; IC50 in µM for titrated hits; 0.02% of 290,000 active;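 active = displacement of at least 50% at 20 µM, with a fluorescence ratio check between 0.3 and a set limit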;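 also: plate controls were Siah plus tracer with DMSO for no effect and tracer alone without Siah for full effect; strong numbers were not always called active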
PhoP inhibition = PhoP-dependent GFP reporter repression – Salmonella Typhimurium, primary screen (AID 1863) | S. Typhimurium PhoP-regulated promoter GFP reporter, 4 h; higher % means a stronger effect | one-dose inhibition, % at 50 µM; IC50 in µM for titrated hits | 0.16% of 300,000 active;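 active = inhibition over 29.93%, a cutoff 3 SD above the screen mean, later confirmed by dose response; inconclusive = inhibition over 29.93% but no dose response follow-up; inactive = inhibition at most 29.93% or unconfirmed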;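 also: 0% = low Mg2+ inducing control and 100% = high Mg2+ repressing control; strong numbers were not always called active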
KOR beta-arrestin-2 = KOR agonists, beta-arrestin recruitment, primary screen, cell-based, luminescence, uHTS (AID 1777) | KOR beta-arrestin recruitment, luminescence; higher % means a stronger effect | activation, % at 10 µM, or EC50 in µM where a hit was titrated | 0.02% of 280,000 active; in the data active = activation above about 50%, passing the limit was not always enough; also: a part of the inactive calls stands beside numbers as strong as those of hits
Myeloid diff 2 = promotes myeloid progenitor differentiation | ER-HoxA9 myeloid progenitors, lysozyme-GFP differentiation, flow cytometry | calls only at 10 µM | 1% of 360,000 active | AID 624256;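 active = normalized GFP-positive differentiation at or above the plate's own cutoff, the solvent-only control mean plus 3 SD; inconclusive = no clear call, values can overlap the other calls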;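 also: cells exposed to compound for four days before flow analysis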
Myeloid diff 2 GFP+ MAC1+ % = also measured in Myeloid diff 2; calls as there; GFP+ MAC1+ double positive, %; measured here: differentiation confirmed by MAC1 staining
* marks the source's active call; other numbers are inactive results; i = inactive; ? = inconclusive; / = not tested or not shown; [ ] = remark or other dose. Rule as the data show it, unless noted: active = inhibition above about 50%; inactive = the rest. The list is partial, so the mix of outcomes need not match the whole.

Below each compound: NOD1 NF-kB reporter	KOR beta-arrestin-2	KOR beta-arrestin-1	Myeloid diff 2	HIV fusion peptide	PhoP inhibition	LYP phosphatase	Myeloid diff 2 GFP+ MAC1+ %	NOD2 inhibition	SIAH1 antagonists
1	COc1ccc(Cl)cc1N(CC(=O)N1CCC(C)CC1)S(C)(=O)=O
    -12%	-1.9%	15%	i	1.4%	11%	-3%	1.4	8%	-1%
2	NC1=NC[C@H](Cc2ccc(O)cc2)N1CCC12CC3CC(CC(C3)C1)C2
    9%	1.0%	20%	i	0.1%	75µM*	-16%	0.5	26%	-5%
3	Cc1ccccc1N1C(=O)C2C3C=CC(CC3)C2C1=O (stereo not drawn)
    -21%	0.3%	-65%[20 µM]	/	0.7%	5%	-4%	/	8%	5%
4	O=C(/C=C/c1ccccc1)NC(=S)Nc1ccc(N2CCOCC2)cc1
    -26%	-0.9%	16%	i	0.0%	3%	-1%	5.3	9%	0%
5	CCOC(=O)c1nnn(-c2nonc2N)c1COc1ccccc1
    -6%	-2.8%	-13%	i	7.1%	-1%	-6%	1.1	13%	-4%
6	COc1ccc(CCn2c(O)c(C=Nc3cccc(F)c3)c(=O)[nH]c2=O)cc1OC
    -3%	5.3%	-24%	i	113%	-4%	-7%	0.2	14%	-1%
7	O=C(NCc1ccccn1)c1cnc2sccn2c1=O
    -40%	1.0%	-10%	i	-0.6%	6%	0%	1.7	-5%	7%
8	NS(=O)(=O)c1ccc(CCNC(=O)CNC(=O)c2ccccc2F)cc1
    -2%	0.5%	-5%	i	-0.6%	-4%	-5%	0.8	-2%	-1%
9	Cn1c(=O)c(C(=O)NCCc2ccc(Cl)cc2)c(O)c2ccccc21
    -3%	-1.4%	16%	i	18%	3%	-9%	0.2	-2%	-2%
10	CC(C)CCN(CC(=O)NC1CCCC1)C(=O)C(=O)Nc1ccc2c(c1)OCCO2
    2%	4.0%	-43%	i	1.0%	-7%	-10%	0.5	6%	-4%
11	O=C(O)c1ccc2c(=O)[nH]c(CN3CCOCC3)nc2c1
    -29%	0.6%	-13%	i	0.2%	8%	-8%	0.9	12%	2%
12	COc1cc(C(=O)Nc2ccc(Br)cc2C(=O)c2cc(OC)c(OC)c(OC)c2)cc(OC)c1OC
    -9%	-5.9%	15%	i	-1.4%	13%	0%	0.5	2%	7%
13	O=C(NC(=S)Nc1ccc(N2CCOCC2)c(Cl)c1)C(c1ccccc1)c1ccccc1
    12%	-2.1%	21%	i	-0.8%	2%	1%	0.5	4%	-2%
14	OC(CSc1c(Cl)cccc1Cl)CN1CCN(c2ccc(F)cc2)CC1 (stereo not drawn)
    -29%	-2.1%	-22%	i	0.5%	-6%	0%	0.4	-26%	1%
15	COc1ccccc1CN1C(=O)c2cccc3cccc(c23)C1=O
    -25%	-2.1%	7%	i	1.1%	-3%	2%	0.3	2%	15%
16	Cc1ccc(NC(=O)C2CCCN(S(=O)(=O)c3c(C)noc3C)C2)cc1 (stereo not drawn)
    -13%	-2.7%	14%	i	0.5%	3%	-11%	0.0	14%	11%
17	CCc1ccc(OCC(=O)N/N=C2\CC(=O)c3ccccc32)cc1
    4%	3.6%	-6%	i	12%	-11%	4%	2.0	5%	1%
18	Cc1ccc(C)n1-c1ccc(-c2nnco2)cc1
    5%	1.8%	-33%	i	-2.9%	6%	-1%	0.5	-4%	-2%
19	COc1cc(OC)c(OC)cc1/C=N/NC(=O)c1cnccn1
    9%	-5.7%	-24%[20 µM]	i	0.1%	14%	-4%	0.2	26%	5%
20	CN(C)C(=O)Cn1nc(-c2ccccc2)c2ccccc2c1=O
    -12%	-1.7%	-7%	i	1.8%	2%	-8%	1.6	13%	0%
21	COc1ccc(/C=N/NC2=NS(=O)(=O)c3ccccc32)cc1OC(C)=O
    -8%	-0.3%	-21%	i	-0.1%	-6%	4%	5.4	-7%	-2%
22	Cc1c(C(=O)N2CCCCC2)oc2ccc(S(=O)(=O)N3CC(C)CC(C)C3)cc12 (stereo not drawn)
    25%	1.2%	-7%	i	1.2%	3%	3%	0.6	29%	5%
23	c1ccc(-c2ccccc2OCCN2CCOCC2)cc1
    -26%	6.0%	/	i	2.8%	-2%	-2%	0.0	-2%	5%
24	Cc1noc(COc2ccc(OCc3nc(C)no3)cc2)n1
    4%	5.3%	-2%	i	-2.3%	-3%	2%	1.2	15%	2%
25	O=C(COC(=O)/C=C/c1ccccc1[N+](=O)[O-])Nc1ccc(OCc2ccccc2)cc1
    2%	-1.5%	-7%	i	2.3%	-15%	-6%	0.4	10%	10%
26	CNc1nc(-c2ccc3c(c2)CCN3C(=O)c2ccccc2F)c(C)s1
    -46%	/	-12%[20 µM]	i	1.5%	2%	6%	0.3	-16%	6%
27	O=C(O)c1ccc(N=NN2CCCCCC2)cc1
    -30%	-1.8%	4%	i	1.1%	-20%	0%	1.2	-26%	-2%
28	CC(/C=N/NC(=O)c1cc(-c2ccccc2)nc2ccccc12)=C\c1ccco1
    -28%	8.9%	8%	?	30%	20%	8%	/	-26%	15%
29	CN1C(=O)CSC1=Nc1ccc(F)cc1
    -19%	-0.1%	-25%	/	0.5%	4%	-9%	/	-6%	1%
30	Cc1nc(NCC2CCCO2)nc2c1C(=O)CC(C)C2 (stereo not drawn)
    -6%	-5.0%	43%	i	-0.6%	0%	-2%	1.1	13%	1%
31	O=C(CCC1CCCC1)N1CCC(N2CCCCCC2)CC1
    -33%	-2.8%	/	i	-0.5%	5%	-1%	1.1	-7%	-5%
32	CC1NC(=O)N(C)[C@@H]2NC(=O)N(C)C(c3ccc([N+](=O)[O-])cc3)[C@@H]12 (stereo partly drawn)
    -16%	-0.6%	-24%	i	1.6%	-1%	-6%	2.9	-4%	9%
33	CC(=O)c1c(N2CCN(C)CC2)nc(=S)n(Cc2ccccc2)c1C
    -14%	-1.8%	9%	i	6.0%	-15%	-7%	0.9	15%	0%
34	COC(=O)c1c(C)oc(C)c1S(=O)(=O)Nc1ccc(C(C)C)cc1
    8%	0.2%	5%	i	0.1%	-9%	-5%	0.7	-2%	-3%
35	O=C(CN1CCN(S(=O)(=O)c2ccc(F)cc2)CC1)Nc1cccc(C(F)(F)F)c1
    16%	-0.1%	-16%	i	-3.2%	6%	-4%	0.2	34%	2%
36	CCCCOc1ccc(CN(C)c2ncnc(N)n2)cc1
    -17%	0.4%	-2%	i	-0.7%	-10%	0%	3.0	5%	11%
37	CSC1=NCCN1C(=O)c1c(F)cccc1F
    4%	-10%	23%	i	2.4%	-2%	-11%	1.5	0%	1%
38	C=CCN1C(=O)/C(=C\c2cccc(OC(=O)c3ccco3)c2)SC1=S
    -38%	-1.0%	7%	i	2.2%	-3%	-12%	2.6	12%	0%
39	COc1ccc(S(=O)(=O)N(C)CC(=O)NC2CC2)cc1
    -12%	-4.5%	33%	i	-2.0%	23%	-5%	2.5	-2%	-1%
40	COc1ccccc1-c1nnc(SCC(=O)Nc2ccc(S(N)(=O)=O)cc2)n1N
    2%	-0.2%	5%	i	-1.0%	-10%	-4%	0.1	19%	11%
41	Cc1nn2c(N3CCN(C4CCCC4)CC3)cc(C(C)(C)C)nc2c1-c1ccccc1
    9%	4.7%	17%	i	0.8%	-3%	-8%	0.1	1%	1%
42	CN(C)Cc1cnc2ccc(Cl)cn12
    -3%	3.7%	-18%	i	1.4%	-3%	-10%	2.0	9%	0%
43	Cc1ccc(NC(=O)CN(C)S(=O)(=O)c2cccs2)cc1C
    -26%	1.2%	-3%	i	-2.4%	-8%	-11%	4.8	0%	-1%
44	CC(C)OC(=O)Nc1ccc2c(c1)N(C(=O)CCN(C)C)c1ccccc1CC2
    -13%	0.9%	6%	i	1.8%	-11%	-8%	0.9	-10%	8%
45	Cc1nc2oc3ccccc3c(=O)c2c(=O)n1Cc1ccccc1
    -3%	-0.3%	-44%	i	0.3%	-2%	-1%	0.5	-10%	-2%
46	Nc1c(Br)c(=O)[nH]c(=O)n1-c1ccccc1
    7%	-3.4%	6%	i	1.1%	-2%	-5%	0.4	-1%	2%
47	CCOC(=O)C1C2C=CC3(CN(Cc4ccco4)C(=O)C13)O2 (stereo not drawn)
    -28%	-2.6%	-16%	i	7.9%	-5%	2%	0.5	5%	0%
48	Cc1cccn2c(=O)c(/C=C(\C#N)C(=O)NC3CCS(=O)(=O)C3)c(N3CCC(C(N)=O)CC3)nc12 (stereo not drawn)
    20%	0.1%	6%	i	0.6%	3%	-14%	0.4	13%	-6%
49	CCCC(c1nnnn1CCc1ccccc1)N1CCC(C(N)=O)CC1 (stereo not drawn)
    -29%	-5.9%	0%	i	1.7%	4%	-2%	0.5	18%	7%
50	O=C(CCC1CC(=O)Nc2ccccc21)NCc1ccc(F)cc1 (stereo not drawn)
    -12%	-4.5%	13%	i	-0.9%	0%	-4%	5.9	12%	-2%
51	CCOC(=O)c1c(-c2ccc(C)o2)csc1NC(=O)CN(C)CC(=O)Nc1ccc(C)cc1
    -12%	0.5%	-54%	i	5.0%	-8%	1%	0.3	-7%	-4%
52	Cc1cccc(C)c1OCC(=O)N1CCc2ccccc2C1
    7%	-6.1%	5%[20 µM]	i	-1.3%	-1%	-6%	0.4	14%	2%

An excerpt of the results above, as a working copy:
Below each compound: NOD1 NF-kB reporter	KOR beta-arrestin-2	KOR beta-arrestin-1	Myeloid diff 2	HIV fusion peptide	PhoP inhibition	LYP phosphatase	Myeloid diff 2 GFP+ MAC1+ %	NOD2 inhibition	SIAH1 antagonists
44	CC(C)OC(=O)Nc1ccc2c(c1)N(C(=O)CCN(C)C)c1ccccc1CC2
    -13%	0.9%	6%	i	1.8%	-11%	-8%	0.9	-10%	8%
45	Cc1nc2oc3ccccc3c(=O)c2c(=O)n1Cc1ccccc1
    -3%	-0.3%	-44%	i	0.3%	-2%	-1%	0.5	-10%	-2%
46	Nc1c(Br)c(=O)[nH]c(=O)n1-c1ccccc1
    7%	-3.4%	6%	i	1.1%	-2%	-5%	0.4	-1%	2%
47	CCOC(=O)C1C2C=CC3(CN(Cc4ccco4)C(=O)C13)O2 (stereo not drawn)
    -28%	-2.6%	-16%	i	7.9%	-5%	2%	0.5	5%	0%
48	Cc1cccn2c(=O)c(/C=C(\C#N)C(=O)NC3CCS(=O)(=O)C3)c(N3CCC(C(N)=O)CC3)nc12 (stereo not drawn)
    20%	0.1%	6%	i	0.6%	3%	-14%	0.4	13%	-6%
49	CCCC(c1nnnn1CCc1ccccc1)N1CCC(C(N)=O)CC1 (stereo not drawn)
    -29%	-5.9%	0%	i	1.7%	4%	-2%	0.5	18%	7%
50	O=C(CCC1CC(=O)Nc2ccccc21)NCc1ccc(F)cc1 (stereo not drawn)
    -12%	-4.5%	13%	i	-0.9%	0%	-4%	5.9	12%	-2%
51	CCOC(=O)c1c(-c2ccc(C)o2)csc1NC(=O)CN(C)CC(=O)Nc1ccc(C)cc1
    -12%	0.5%	-54%	i	5.0%	-8%	1%	0.3	-7%	-4%

Source: PubChem
